pAkt inh: Akt phosphorylation inhibition. Neuro2A IGF-stimulated pAkt S473 HTRF, 20 min; hits give low values. activity change, % for hits at 50 µM. 360,000 tested, 0.32% active; in the data active = activity change below about -80%; inconclusive = mostly about -51% to -80%; note: % is set by controls: 0 for no effect and ±100 for the full control effect
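Neuro2A cells in DMEM with 0.5% FBS, overnight at 37 deg C, given compound at single 50 µM final, then IGF (6 nM final) for 20 min at 37 deg C. Lysed; phospho-Akt Ser473 by HTRF after 24 h, 665/615 ratio.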
EPAC2 antagonist: antagonists of human EPAC2; AID 720708; Q8WZA2; Potency, µM (top dose mostly 114 µM), inactives show top-dose activity, negative = inhibition, usual class: inhibitors; EPAC2 GEF exchange of Rap1B-BODIPY-GDP, fluorescence; 360,000 tested, 0.18% active; note: potency is the fitted concentration of half-maximal effect; % is set by controls: 0 for no effect and ±100 for the full control effect; nearly all actives have a fitted effect of over 45% in size; many of its hits are not listed in these tables
DRD3 agonist: activates the human D3 dopamine receptor | P35462 | D3R DiscoveRx beta-arrestin cells, luminescence, 90 min | max activation, % | 410,000 tested, 0.58% active; in the data active = max activation above about 30%; note: 0% is about no effect; mostly tested at two doses, the higher about 12 µM
Target sequence (P35462 whole entry, looked up): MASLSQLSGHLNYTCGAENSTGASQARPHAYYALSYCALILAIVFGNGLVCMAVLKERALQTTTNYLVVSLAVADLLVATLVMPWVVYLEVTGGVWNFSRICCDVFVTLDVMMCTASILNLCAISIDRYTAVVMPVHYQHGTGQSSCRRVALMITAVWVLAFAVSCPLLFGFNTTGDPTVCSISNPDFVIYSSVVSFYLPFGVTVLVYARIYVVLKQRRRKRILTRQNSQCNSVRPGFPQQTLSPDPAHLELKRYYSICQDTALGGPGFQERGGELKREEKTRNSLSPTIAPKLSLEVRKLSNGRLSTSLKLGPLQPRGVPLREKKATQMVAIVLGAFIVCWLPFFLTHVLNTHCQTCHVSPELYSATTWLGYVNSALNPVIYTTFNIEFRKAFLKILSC
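Cells at 1500/well, incubated overnight, then treated with pinned compounds (dopamine as control) for 90 min at 37 degrees C. DiscoveRx reagent added for 30 - 60 minutes at room temperature; luminescence read.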
EPAC2 ag: activates human EPAC2 exchange factor. Q8WZA2. EPAC2 activation, biochemical qHTS; response scale: 100% = 6.5 mM cAMP response. Potency, µM (titrated, usually from 154 µM), for the others: at the highest dose activation, most hits filed as activators. 360,000 tested, 0.079% active. AID 720711; note: potency is the fitted concentration of half-maximal effect; nearly all actives have a fitted effect of over 50% in size
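qHTS, titration series. 100 nM EPAC2 / 250 nM Rap1B-BODIPY-GDP / 50 uM GDP; RT; ex 480/em 540 nm, 5-min reads to 30 min. Norm. to 6.5 mM cAMP = activation.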
D3 antag: blocks the human D3 dopamine receptor; max response, negative = inhibition, %; 360,000 tested, 2.5% active; P35462; AID 652054; D3R cells, DiscoveRx beta-arrestin luminescence, antagonist mode; hits give low values; in the data active = max response below about -50%; inconclusive = no clear call, values can overlap the other calls; note: % is set by controls: 0 for no effect and ±100 for the full control effect; mostly tested at two doses, the higher about 12 µM
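Cells plated overnight at 1500 cells/well, then exposed to library compounds with dopamine controls for 90 minutes at 37 degrees C. DiscoveRx reagent added for 30–60 minutes at room temperature; luminescence read, quantitative HTS format.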
PTHR1 ag: activates the human parathyroid hormone receptor PTHR1. HEK293 GP2 PTHR1 cells, GloSensor cAMP luminescence, 1 h. Potency, µM (highest dose often 115 µM), for inactives: top-dose activation, hits mostly activators. Q03431. AID 743266. 410,000 tested, 0.075% active; note: potency is the fitted concentration of half-maximal effect; nearly all actives have a fitted effect of over 55% in size; some results filed as inactive show a strong effect at the top dose; inactives centre near -15; many of its hits are not listed in these tables
Target sequence (Q03431 whole entry, looked up): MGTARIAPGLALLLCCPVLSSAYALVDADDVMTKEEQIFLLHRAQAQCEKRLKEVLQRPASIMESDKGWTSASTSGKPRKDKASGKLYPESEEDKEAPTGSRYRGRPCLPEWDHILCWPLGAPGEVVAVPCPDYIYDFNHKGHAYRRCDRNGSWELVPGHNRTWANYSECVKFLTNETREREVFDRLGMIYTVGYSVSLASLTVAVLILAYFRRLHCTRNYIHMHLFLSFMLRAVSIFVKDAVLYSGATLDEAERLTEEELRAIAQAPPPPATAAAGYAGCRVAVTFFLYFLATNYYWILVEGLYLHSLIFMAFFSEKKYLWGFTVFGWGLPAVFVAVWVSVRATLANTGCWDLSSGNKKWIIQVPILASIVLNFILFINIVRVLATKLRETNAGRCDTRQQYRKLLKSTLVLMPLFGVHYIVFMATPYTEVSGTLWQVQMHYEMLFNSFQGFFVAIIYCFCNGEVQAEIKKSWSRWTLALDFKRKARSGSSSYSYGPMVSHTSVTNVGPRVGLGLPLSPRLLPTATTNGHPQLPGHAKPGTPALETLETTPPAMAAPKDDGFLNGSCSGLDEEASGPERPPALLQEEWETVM
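HEK-293-derived GP2 cells expressing PTHR1 and a GloSensor cAMP reporter, 3,000/well, plated overnight, given luciferin plus IBMX (each 0.5 mM as added) for 1 h at 37 °C, then compound for 1 h at 37 °C. Luminescence was read after 15 min at room temperature.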
CCT modulator: cytosolic chaperonin activity modulation; purified chaperonin ATPase assay, HTRF ADP detection, 30 min; activity change, % (test concentration not listed), hits read low; 360,000 tested, 0.3% active; AID 651819; in the data active = activity change below about -30%; note: % is set by controls: 0 for no effect and ±100 for the full control effect
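ATPase activity: ADP formed was measured by HTRF Transcreener (665/615 nm ratio) after 30 min at 37 deg C with 10 uM ATP. Compounds screened at one 76 uM concentration against 40 or 20 nM TRiC in Tris pH 7.4/KCl/MgCl2/DTT buffer.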
Mm-Cpn inhibitor: blocks the Methanococcus maripaludis chaperonin Mm-Cpn; purified Mm-Cpn ATPase, ADP Transcreener TR-FRET; Potency, µM (series often up to 76.9 µM), without a hit: at the top dose activity, negative = inhibition, actives largely listed as inhibitors; 330,000 tested, 0.031% active; AID 504842; note: potency is the fitted concentration of half-maximal effect; % is set by controls: 0 for no effect and ±100 for the full control effect; nearly all actives have a fitted effect of over 80% in size
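Inhibition of chaperonin ATP hydrolysis is measured as reduced ADP production, detected by competitive TR-FRET in which signal falls with ADP. Final enzyme 25 nM and ATP 10 uM, reacted 30 min at 37°C.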
* = called active by the depositor; i = inactive; ? = inconclusive; · = not tested or not shown; [ ] = dose if it differs, or a comment. Unless noted, calls come from the whole dose curve; as a rule, active = well fitted curve in the direction sought with a large enough effect; inconclusive = small, poorly fitted or top-dose-only effect, or another doubt; inactive = no such curve, though single readings can be large; an effect the other way counts as inactive or inconclusive. Only part of the results is shown, so the mix of outcomes need not match the whole.

Results follow in this order: pAkt inh | EPAC2 antagonist | DRD3 agonist | EPAC2 ag | D3 antag | PTHR1 ag | CCT modulator | Mm-Cpn inhibitor
#1 CCc1nnc(NC(=O)c2cccc(S(=O)(=O)N3CC(c4ccccc4)CC3=O)c2)s1 (stereo not drawn)
    i | -10% | 4 | -3% | 10 | -4% | 0.4 | 2%
#2 CCOc1ccccc1NC(=O)c1ccc(NC(=O)c2ccco2)cc1
    i | 36%[activator][57.1 µM] | -9 | 27% | -28 | -3%[57.5 µM] | -4.2 | 0%
#3 COc1cc(C2NC(=O)NC(C)=C2C(=O)NCc2ccccc2)c(Cl)cc1O (stereo not drawn)
    i | 5% | 1 | 9% | 10 | -14%[57.5 µM] | -0.4 | 4%
#4 Nc1nc(N)c2c(ccc3c2ccn3Cc2cccc([N+](=O)[O-])c2)n1
    i | ? | 3 | ? | 21 | -42%[inhibitor] | -0.8 | ·
#5 Cc1ccc(C(=O)Nc2nnc(COCCO)s2)cc1
    i | 10% | -2 | 6% | -4 | -32% | -1.8 | ·
#6 COc1ccc(-c2noc(CCC(=O)Nc3cccc(C(=O)NC4CC4)c3)n2)cc1OC
    i | -6% | -1 | 5% | -1 | i | -3.5 | ·
#7 CCOC(=O)c1ccc(N/C=C2/CCCC(C)C2=O)cc1 (stereo not drawn)
    · | 12% | 2 | 0%[15.6 µM] | 19 | -11%[57.5 µM] | -1.5 | -2%
#8 Cc1ccccc1C1C(C#N)=C2N=C(N)c3c(sc4c3CCCCC4)N2C2=C1C(=O)CC(C)(C)C2 (stereo not drawn)
    i | 4% | -8 | 4% | -61* | ? | -2.0 | -2%
#9 CCNCCNC(=O)c1c(O)c2cccc3c2n(c1=O)CCC3
    i | 8% | -10 | -1% | ? | 3%[57.5 µM] | 4.4 | 0%
#10 CS(=O)(=O)N(CC(=O)N/N=C/c1cc([N+](=O)[O-])ccc1Cl)c1ccccc1
    i | -12% | -9 | 5% | -15 | -28% | -0.3 | 0%
#11 Cc1cccc(C(=O)NC2CCN(C(=O)NCc3ccccc3)CC2)c1
    i | -7% | 12 | 6% | -2 | -3% | -0.2 | ?
#12 COC(=O)/C(=C\Nc1ccc(Cl)c2ccccc12)c1ncc(C(F)(F)F)cc1Cl
    i | -21% | 4 | 6% | -9 | -17% | 2.8 | 1%
#13 CC1CCN(Cc2cnc(Cl)s2)CC1
    i | 2% | 4 | 0% | -15 | -1% | -1.0 | -2%
#14 CC(C)c1ccc(OCC(=O)Nc2cccc3c2CCCC3)cc1
    i | -1% | 12 | 3% | 13 | i | -0.8 | -2%
#15 Cc1ccnc(SCCn2c(Br)nc3c2c(=O)[nH]c(=O)n3C)n1
    i | 7% | 6 | 4% | 4 | i | -1.1 | 0%
#16 CCCNC(=O)c1ccc(N2CCC3(CC2)CC(c2ccccc2)=NO3)c(NC(=O)c2ccco2)c1
    i | 2% | -20 | 6% | 53 | i | 0.3 | -3%
#17 COc1cc2c(cc1OC)-c1cc3ccc(OC)c(OC)c3c[n+]1CC2
    i | -12% | 12 | 3% | 34 | i | 0.3 | -4%
#18 Cc1cccc(NC(=O)c2sc(-c3ccccc3)nc2-c2ccc([N+](=O)[O-])cc2)c1
    i | 3% | 1 | 1% | 0 | i | -3.4 | -4%
#19 COc1cc(-c2nc(CCNC(=O)c3ccco3)cs2)cc(OC)c1OC
    i | 3% | 8 | 4% | 8 | -10% | 0.4 | 1%
#20 COc1cc(/C=N/NC(=O)C2COc3ccccc3O2)cc(OC)c1OC (stereo not drawn)
    i | 4% | 5 | 3% | -2 | 0% | -1.1 | 1%
#21 C/C(=N\O)c1noc(C)c1C(=O)Nc1nccs1
    i | 8% | -11 | 1% | -9 | i | -1.3 | -9%
#22 COc1ccc(NC(=O)NNC(=O)C(C)Oc2ccc3ccccc3c2)cc1OC (stereo not drawn)
    i | -9% | -1 | 8% | -12 | -10% | -1.2 | 0%
#23 O=C(Oc1coc(CSc2ncccn2)cc1=O)c1ccccc1[N+](=O)[O-]
    i | 8% | 2 | 2% | 1 | -34%[inhibitor] | 1.0 | -1%
#24 CN(C)S(=O)(=O)c1ccc(C(=O)OCC2CCCO2)cc1 (stereo not drawn)
    i | -1% | 11 | 7% | 4 | -20% | 1.6 | -2%
#25 CCc1cccc(NC(=O)C2CCCC2)c1
    i | 5% | 7 | 4% | 12 | i | 0.6 | 1%
#26 Cc1ccc(CCNC(=O)c2nc(CS(=O)(=O)c3ccc(Cl)cc3)no2)cc1
    i | 1% | 4 | -7% | 15 | -11% | 0.7 | -3%
#27 Cc1cccc(N/N=C(\C#N)S(=O)(=O)C(C)(C)C)c1
    i | 4% | -4 | 7% | -11 | -34%[inhibitor] | -3.1 | 2%
#28 Cc1ncoc1C(=O)N1CCCC(C(=O)c2cccc(OC(C)C)c2)C1 (stereo not drawn)
    i | 13% | 8 | 11% | 11 | i | -0.1 | 1%
#29 O=C(CCC1CCN(C(=O)CC2=CCCCC2)CC1)NCc1ccc(F)cc1
    i | -2% | -7 | -13% | 23 | -35%[inhibitor] | 0.9 | ·
#30 CC(=O)Nc1ccc(NC(=O)CN(c2cc(Cl)ccc2Cl)S(C)(=O)=O)cc1
    i | -18% | -7 | 4% | 2 | -15% | -4.2 | -3%
#31 CCC(=O)Nc1ccc(Cl)c(NC(=S)NC(C)=O)c1
    i | 8% | -4 | 0% | -12 | -1% | -4.4 | 1%
#32 COC(=O)c1ccc(C)c(NS(=O)(=O)c2ccc(OC)cc2)c1
    i | 4% | 2 | 3% | -7 | ? | 1.8 | -1%
#33 c1ccc(-c2nnc(CN3CCC4(CC3)OCCO4)o2)cc1
    i | 16% | -8 | 8% | -24 | -2% | 1.2 | -1%
#34 CC(=O)N1CCN(C(=O)CCc2nnc(CCCCc3ccccc3)o2)CC1
    i | -1% | 4 | 3% | -12 | -1% | 0.2 | 2%
#35 COc1cccc(CNC(=O)c2nnn(CC(=O)Nc3cccc(C)c3)c2N)c1
    i | -1% | 1 | 9% | 1 | i | -0.9 | 0%
#36 Cc1ccc(S(=O)(=O)c2nc(S(C)(=O)=O)sc2NCc2ccc3c(c2)OCO3)cc1
    i | 3% | 4 | -3% | 3 | i | -1.0 | ?
#37 O=C(NNc1ccc([N+](=O)[O-])cn1)Nc1ccc(N=Nc2ccccc2)cc1
    i | 1% | 2 | -3% | -11 | -41%[inhibitor] | -0.3 | ·
#38 O=C(C1=C(O)C(=O)N(CC2CCCO2)C1c1ccccc1)c1ccco1 (stereo not drawn)
    i | 0% | 2 | 7% | 8 | -10% | -0.2 | 0%
#39 COc1ccc2c(c1)c(C(=O)CN1CCOCC1)c(C)n2C
    i | 2% | 2 | -1% | 3 | i | -2.6 | -1%
#40 COc1ccc(Cc2c(-c3ccco3)nc3ccc(Br)cn23)c(C)c1
    i | -5% | -4 | 3% | -5 | -93%[inhibitor] | 1.0 | ·

Three entries drawn at random from the list so far:
Results follow in this order: pAkt inh | EPAC2 antagonist | DRD3 agonist | EPAC2 ag | D3 antag | PTHR1 ag | CCT modulator | Mm-Cpn inhibitor
#31 CCC(=O)Nc1ccc(Cl)c(NC(=S)NC(C)=O)c1
    i | 8% | -4 | 0% | -12 | -1% | -4.4 | 1%
#28 Cc1ncoc1C(=O)N1CCCC(C(=O)c2cccc(OC(C)C)c2)C1 (stereo not drawn)
    i | 13% | 8 | 11% | 11 | i | -0.1 | 1%
#36 Cc1ccc(S(=O)(=O)c2nc(S(C)(=O)=O)sc2NCc2ccc3c(c2)OCO3)cc1
    i | 3% | 4 | -3% | 3 | i | -1.0 | ?

The list continues.
Results follow in this order: pAkt inh | EPAC2 antagonist | DRD3 agonist | EPAC2 ag | D3 antag | PTHR1 ag | CCT modulator | Mm-Cpn inhibitor
#41 Cc1ccc(Nc2nnc(SCC(=O)c3ccc(O)cc3O)s2)cc1
    i | 1% | 1 | 10% | -4 | -22% | -4.8 | -1%
#42 CN(C)c1nc(C=C(C#N)C#N)c(Cl)n1-c1ccc(F)cc1
    i | 5% | -19 | 9% | -64* | -32%[inhibitor] | -0.1 | -9%
#43 Nc1ccc(C(=O)OCC(=O)Nc2ccc([N+](=O)[O-])cc2C(F)(F)F)cc1
    i | -2% | -7 | -4% | -11 | i | -2.9 | -1%
#44 O=C(NCCc1ccccc1)C(c1cccs1)N(C(=O)c1csnn1)C1CC1 (stereo not drawn)
    i | -5% | -5 | 11% | -28 | 10%[57.5 µM] | 2.4 | 0%
#45 O=C(CNC(=O)N1CC(=O)Nc2ccccc21)NCc1ccc(F)cc1
    i | 58%[activator] | 8 | 27% | 7 | -23% | -2.0 | ·
#46 Cc1ccc(NS(=O)(=O)c2ccc(C(=O)N3CC(C)CC(C)C3)cc2)cc1 (stereo not drawn)
    i | -18% | -3 | 4% | -3 | -15% | 3.0 | -1%
#47 Cc1cccc(CSc2nc3c(c(=O)n2C)SCC3)c1
    i | -20% | 13 | 10% | -1 | -39%[inhibitor] | -2.6 | -1%

Some of these compounds in order of heavy-atom count, rising:
Results follow in this order: pAkt inh | EPAC2 antagonist | DRD3 agonist | EPAC2 ag | D3 antag | PTHR1 ag | CCT modulator | Mm-Cpn inhibitor
#7 CCOC(=O)c1ccc(N/C=C2/CCCC(C)C2=O)cc1 (stereo not drawn)
    · | 12% | 2 | 0%[15.6 µM] | 19 | -11%[57.5 µM] | -1.5 | -2%
#44 O=C(NCCc1ccccc1)C(c1cccs1)N(C(=O)c1csnn1)C1CC1 (stereo not drawn)
    i | -5% | -5 | 11% | -28 | 10%[57.5 µM] | 2.4 | 0%
#18 Cc1cccc(NC(=O)c2sc(-c3ccccc3)nc2-c2ccc([N+](=O)[O-])cc2)c1
    i | 3% | 1 | 1% | 0 | i | -3.4 | -4%

Some of the entries so far, as tab-separated lines:
entry	SMILES	pAkt inh	EPAC2 antagonist	DRD3 agonist	EPAC2 ag	D3 antag	PTHR1 ag	CCT modulator	Mm-Cpn inhibitor
44	O=C(NCCc1ccccc1)C(c1cccs1)N(C(=O)c1csnn1)C1CC1 (stereo not drawn)	i	-5%	-5	11%	-28	10%[57.5 µM]	2.4	0%
41	Cc1ccc(Nc2nnc(SCC(=O)c3ccc(O)cc3O)s2)cc1	i	1%	1	10%	-4	-22%	-4.8	-1%
